# Screens from PubChem.
# HTT cytoprotect: qHTS Multiplex Assay to Identify Dual Action Probes in a Cell Model of Huntington: Cytoprotection (ATP) | PC12 HTT-Q103 induced, cytoprotection, ATP luminescence, 40 h | Potency, µM (series often up to 56.4 µM), inactives show cytoprotection (ATP increase), hits mostly activators | AID 1471, 2008 | actives 0.14% (n = 230,000);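 also: % of control where 0% means no effect; nearly all actives have a fitted effect of over 45% in size; toxic huntingtin expression switched on by the ecdysone agonist tebufenozide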
#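 Compounds were screened for protection of PC12 cells against cell death after tebufenozide induction (100 nM final) of mutant Huntingtin exon 1 (Q103) fused to GFP.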
# IMPase Li cell: qHTS Assay for Identifying the Cell-Membrane Permeable IMPase Inhibitors: Potentiation with Lithium; actives 0.35% (n = 210,000); CHO-M1 cells, IP1 TR-FRET (IP-One), carbachol + lithium; AID 1457, 2008; Potency, µM (doses to about 59.4 µM), without a hit: at the top dose activity, negative = IMPase inhibition, most hits filed as inhibitors;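 also: IP1 builds up when IMPase is blocked and the TR-FRET signal falls; plate controls were basal vehicle for no effect and high inhibitor control for full effect; nearly all actives have a fitted effect of over 50% in size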
#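 CHO-M1, 2000 cells/well, 16–30 h culture; cpd + low Li+, 30 min 37C; lysis with d2-IP1/Eu-anti-IP1 Ab, 10 min RT; TR-FRET 665/620 ratio and 620 channel; AC50 via Hill.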
# aGlu spleen mod: qHTS Assay for Inhibitors and Activators of Human alpha-Glucosidase From Spleen Homogenate; Potency, µM (doses to about 79.9 µM), for inactives: at the highest dose activity change, negative = inhibition, actives largely listed as inhibitors; human spleen homogenate, 4-MU-alpha-glucoside fluorescence; AID 2112, 2009; actives 0.006% (n = 240,000);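 also: 0% = enzyme with vehicle and -100% = no enzyme basal signal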
#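 Human spleen homogenate (1 ug) with 4-methylumbelliferyl-alpha-D-glucopyranoside (1 mM final) in 50 mM citrate/phosphate pH 5.0, 0.01% Tween-20; 40 min at 37 C. Stopped at pH 10; 4-MU fluorescence Ex 365/Em 440 nm; AC50 by Hill fit.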
# RGS12 GoLoco inh: qHTS Assay for Inhibitors of RGS12 GoLoco Motif Activity (Red Fluorophore). Gai1:RGS12 GoLoco peptide FP, rhodamine, 10 min. Potency, µM (series often up to 61.6 µM), without a hit: top-dose activity, negative = inhibition, hits mostly inhibitors. actives 0.44% (n = 230,000). AID 880, 2007; active = well fitted inhibition curve with a large enough effect, not every such curve was filed as active; inactive = no such curve, though single readings can be large or run the other way; also: % is scaled to controls: 0 for no effect and ±100 for the full control effect; nearly all actives have a fitted effect of over 30% in size; many of its hits are not listed in these tables
# Target sequence (P63096 whole entry, looked up): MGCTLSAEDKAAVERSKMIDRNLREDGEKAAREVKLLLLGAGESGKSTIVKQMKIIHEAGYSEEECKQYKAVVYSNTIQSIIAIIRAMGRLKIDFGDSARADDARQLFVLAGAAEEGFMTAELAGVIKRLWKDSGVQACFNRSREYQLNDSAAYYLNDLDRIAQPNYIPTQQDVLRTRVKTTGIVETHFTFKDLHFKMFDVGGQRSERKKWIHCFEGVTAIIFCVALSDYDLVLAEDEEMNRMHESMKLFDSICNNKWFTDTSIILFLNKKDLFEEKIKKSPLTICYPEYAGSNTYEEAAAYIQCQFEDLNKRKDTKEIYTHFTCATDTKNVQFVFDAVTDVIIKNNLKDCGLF
# GAA inh: qHTS Assay for Inhibitors of Human alpha-Glucosidase as a Potential Chaperone Treatment of Pompe Disease; Lysosomal alpha-glucosidase (Homo sapiens), P10253; purified human GAA, 4-MU-alpha-glucoside fluorescence; Potency, µM (doses to about 76.9 µM), for the others: top-dose activity change, negative = inhibition, actives largely listed as inhibitors; actives 0.005% (n = 200,000); AID 1466, 2008;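 also: plate controls were uninhibited enzyme wells for no effect and no-enzyme background for full effect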
#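 Fluorescence at Ex 365/Em 440 nm from 4-methylumbelliferone reported enzyme activity after 20 min at room temperature. Reactions used 4 nM enzyme and 400 uM substrate at pH 5.0; curves fitted with the Hill equation.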
# HttQ103 aggreg: qHTS Multiplex Assay to Identify Dual Action Probes in a Cell Model of Huntington: Aggregate Formation (GFP); actives 1.1% (n = 220,000); Potency, µM (highest dose often 46.1 µM), for inactives: at the top dose activity change, negative = inhibition, hits mostly inhibitors; PC12 HttQ103-GFP aggregates, Acumen cytometry, 40 h; also: % is scaled to controls: 0 for no effect and ±100 for the full control effect; nearly all actives have a fitted effect of over 60% in size
#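 Ecdysone-promoter PC12 model expressing HTT exon 1 Q103 fused to GFP, induced by tebufenozide at 100 nM final. Compounds titrated; aggregates sized 1–25 µm scored on a 488 nm laser cytometer.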
# GAA glycogen mod: qHTS Assay for Inhibitors and Activators of Human alpha-Glucosidase Cleavage of Glycogen. Lysosomal alpha-glucosidase (Homo sapiens), P10253. recombinant GAA, glycogen substrate, Amplex Red glucose oxidase fluorescence. Potency, µM (series often up to 76.4 µM), inactives show top-dose activity change, negative = inhibition, actives largely listed as inhibitors. actives 0.38% (n = 300,000). AID 2100, 2009;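 also: 0% = full enzyme reaction and -100% = no-enzyme basal signal; the screen sought inhibitors and activators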
#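 Recombinant human alpha-glucosidase (4 nM final) hydrolysed bovine liver glycogen (30 ug) for 40 min at 37 C in pH 5.0 citrate/phosphate with 0.01% Tween-20. Released glucose detected by glucose oxidase/Amplex Red, Ex 573/Em 610 nm. Compounds up to 77 uM; AC50 from Hill fits.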
# * hit, by the source's call; ? = inconclusive; · = not tested or not shown; [ ] = remark or other dose. Unless noted, calls follow the shape of the dose curve; as a rule, active = well fitted curve in the direction sought with a large enough effect; inconclusive = small, poorly fitted or top-dose-only effect, or another doubt; inactive = no such curve, though single readings can be large; an effect the other way counts as inactive or inconclusive. Potency is read from the fitted curve at half-maximal effect. The list is partial (hit frequency here may not be typical).
# A first look, 9 compounds:
structure,GAA inh,HttQ103 aggreg,GAA glycogen mod,aGlu spleen mod,IMPase Li cell,RGS12 GoLoco inh,HTT cytoprotect
O=C(COc1cccc2ccccc12)N1CCN(c2ccccc2)CC1,-4%,?,7%,-2%,20%[38.3 µM],0%,-2%[10 µM]
CC(C)(C)c1nnc(NC(=O)NS(=O)(=O)c2ccccc2)s1,4%,9%,-27%,-4%,-6%[38.3 µM],-3%,-20%
Cc1cc(NC(=O)CCCn2nc(C)c([N+](=O)[O-])c2C)no1,-7%,-5%,9%,3%,7%,7%,13%
CCCc1nc(N2CCN(C)CC2)c2sc(=S)n(-c3ccccc3)c2n1,1%,0%,0%,-5%,32%[38.3 µM],-11%,-20%[10 µM]
CC(C)Oc1ccc(C(CC(=O)NCCCN(C)C)c2ccc(F)cc2)cc1 (centres undefined),3%,11%,2%,1%,10%,1%,-1%[10 µM]
Nc1c(Cl)ncnc1N/N=C/c1ccnc2ccccc12,-2%,?,0%,-6%,5%,5%,·
c1ccn2cc(-c3ccc4c(c3)OCCO4)nc2c1,-7%,-7%,4%,0%,-11%,4%,-166%[inhibitor]
O=C(Cc1cccc2ccccc12)NCCOc1ccccc1F,0%,13%[9.22 µM],-7%,5%,2%,1%,23%[10 µM]
Cc1cccc2sc(N(CCCN(C)C)C(=O)c3sc4ccccc4c3Cl)nc12,3%,-17%,13%,-3%,-23%,6%,0%[10 µM]

# This part in full (from the top)
structure,GAA inh,HttQ103 aggreg,GAA glycogen mod,aGlu spleen mod,IMPase Li cell,RGS12 GoLoco inh,HTT cytoprotect
O=C(COc1cccc2ccccc12)N1CCN(c2ccccc2)CC1,-4%,?,7%,-2%,20%[38.3 µM],0%,-2%[10 µM]
CC(C)(C)c1nnc(NC(=O)NS(=O)(=O)c2ccccc2)s1,4%,9%,-27%,-4%,-6%[38.3 µM],-3%,-20%
Cc1cc(NC(=O)CCCn2nc(C)c([N+](=O)[O-])c2C)no1,-7%,-5%,9%,3%,7%,7%,13%
CCCc1nc(N2CCN(C)CC2)c2sc(=S)n(-c3ccccc3)c2n1,1%,0%,0%,-5%,32%[38.3 µM],-11%,-20%[10 µM]
CC(C)Oc1ccc(C(CC(=O)NCCCN(C)C)c2ccc(F)cc2)cc1 (centres undefined),3%,11%,2%,1%,10%,1%,-1%[10 µM]
Nc1c(Cl)ncnc1N/N=C/c1ccnc2ccccc12,-2%,?,0%,-6%,5%,5%,·
c1ccn2cc(-c3ccc4c(c3)OCCO4)nc2c1,-7%,-7%,4%,0%,-11%,4%,-166%[inhibitor]
O=C(Cc1cccc2ccccc12)NCCOc1ccccc1F,0%,13%[9.22 µM],-7%,5%,2%,1%,23%[10 µM]
Cc1cccc2sc(N(CCCN(C)C)C(=O)c3sc4ccccc4c3Cl)nc12,3%,-17%,13%,-3%,-23%,6%,0%[10 µM]
CC1=Nc2ccccc2/C1=C\c1nc(-c2ccccc2)oc1O,-6%,9%,-5%,-11%,39%[38.3 µM],155%[activator],?
Cc1ccc(S(=O)(=O)N(CC(=O)N2CCC(C)CC2)c2ccccc2)cc1,8%,7%[9.22 µM],5%,7%,-5%,242%[activator],-55%[inhibitor][10 µM]
CCC(=O)Nc1cccc(C(=O)/C=C/c2ccccc2)c1,-5%,3%,-2%,-5%,12%[38.3 µM],11%,-51%[inhibitor]
Cc1ccccc1N(C(=O)Cc1c[nH]c2ccccc12)C(C(=O)NC1CCCCC1)c1ccco1 (centres undefined),0%,-2%,4%,0%,2%,-3%,20%[10 µM]
Cc1c(-n2c(O)c(C3=c4ccccc4=NC3=O)sc2=O)c(=O)n(-c2ccccc2)n1C,-3%,6%,0%,-1%,8%,7%,-2%[10 µM]
C=CCn1c(N2CCOCC2)nc2c1c(=O)[nH]c(=O)n2C,1%,-5%,4%,·,-4%,9%,-3%
Cn1cc(Cl)c(-c2nc3ccccc3[nH]2)n1,-4%,11%,-3%,-5%,19%[38.3 µM],-9%,-68%[inhibitor][10 µM]
CC12CN(C(=O)c3ccco3)CC(c3ccccc3)(CN(C(=O)c3ccco3)C1)C2=O,0%,-7%,3%,-7%,15%,-15%,-10%[0.074 µM]
O=C(COC(=O)CCC(=O)c1cccs1)Nc1ccccc1[N+](=O)[O-],-2%,11%,-17%,2%,2%,-4%,-40%[inhibitor]
CCN(CC)S(=O)(=O)c1cccc(C(=O)NCc2ccccc2)c1,9%,-17%[9.22 µM],-7%,2%,5%,7%,-24%[10 µM]
Cc1ccc(-c2nnc3ccc(SCC(=O)N4CCc5ccccc54)nn23)cc1,2%,-3%,2%,1%,30%[activator][38.3 µM],9%,-18%[10 µM]
CCCCn1c(CN2C(=O)c3ccccc3C2=O)nc2ccccc2c1=O,-3%,-2%,-3%,-18%,-15%[38.3 µM],-10%,-9%
CC(=C/C(=O)O)/C=C/c1ccc([N+](=O)[O-])cc1,-1%,-7%,8%,-11%,·,·,-6%[10 µM]
COc1ccc(-c2oc3ccc(C)cc3c(=O)c2O)cc1OC,·,·,·,16%,-10%,8%,-32%[inhibitor][1.9 µM]
Cc1cc(C)nc(Nc2ncc(O)n2-c2ccccc2)n1,-4%,8%,-19%,-1%,12%[38.3 µM],19%,7%
OCC(O)CN1CCCC1 (centres undefined),·,4%[9.22 µM],16%,0%,·,4%,13%[10 µM]
N/C(=N\OC(=O)CCC1CCCC1)c1cccc([N+](=O)[O-])c1,1%,10%,7%,-7%,·,·,3%[10 µM]
CCCCSc1nc2c(cnn2-c2ccc(C)c(C)c2)c(=O)[nH]1,?,7%,0%,-5%,-5%[38.3 µM],-3%,9%
O=C(c1cc(N2C(=O)C3C4CCC(C4)C3C2=O)ccc1Cl)N1CCN(c2ccc(F)cc2)CC1 (centres undefined),10%,1%,2%,-11%,15%,-9%,7%[10 µM]
Cc1ccc(C)c(NCc2ccccc2CO)c1,8%,1%[9.22 µM],-9%,-2%,1%,7%,-5%[10 µM]
Cc1cccc(NC(=O)N2CCC(c3nc4ccccc4o3)CC2)c1,-4%,-5%,0%,-6%,0%[38.3 µM],12%,9%
Cc1c(Br)cc(C(=O)NC2CCCCC2)c(C)c1C,2%,15%,5%,0%,-14%[38.3 µM],-10%,6%
CCOCCCNC(=O)C(NC(=O)c1ccc(=O)[nH]c1)c1ccccc1 (centres undefined),2%,-10%[9.22 µM],4%,-8%,-1%[38.3 µM],5%,0%
O=C(NCCCN1CCN(c2ccccc2F)CC1)C1CCCN(S(=O)(=O)c2cnc[nH]2)C1 (centres undefined),-5%[15.4 µM],24%,2%,-2%,31%[activator][38.3 µM],0%,0%
CCc1ccc2oc(-c3cc(N=Cc4cccc(OC)c4O)ccc3O)nc2c1,-1%,?,?,-2%,-1%,11%,-121%[inhibitor][10 µM]
Cc1ccc(-n2cc(C(C)(C)C)[nH]c2=S)cc1,-2%,10%,-22%,5%,0%[38.3 µM],1%,8%
CCOC(=O)Cc1cc(-c2ccc(OC)cc2)nc2ccc3ccccc3c12,?,0%,-14%,12%,3%,1%,2%[10 µM]
CCOC(=O)c1ccc(NC(=O)COC(=O)c2cccc(Oc3ccccc3)c2)cc1,-9%,-18%,-5%,-17%,-1%,-6%,-10%[10 µM]
CN(C)Cc1ccccc1-c1cncnc1NCc1cccnc1,·,·,·,-11%,12%,-2%,11%
COc1ccc(-c2nc3ccccc3c(=O)n2NC(=S)N(C)C)cc1,5%,9%,-1%,6%,0%,-11%,20%[10 µM]
C=C1N(c2ccccc2)C(=O)OC1(C)C,0%,12%,-10%,4%,0%,9%,1%[10 µM]
NC(=S)N/N=C/c1ccccc1[N+](=O)[O-],·,-1%[9.22 µM],?,2%,-4%,-9%,7%[10 µM]
CCOc1ccc(CNc2ccc(S(N)(=O)=O)cc2)cc1,1%,-11%,-13%,8%,4%,-4%,-15%
COc1cccc(C(=O)NNC2=CC(=O)CC(C)(C)C2)c1,-2%,1%,?,-15%,-7%[38.3 µM],3%,-24%
OC(CNC1CCCCC1)CN1CCN(CC(O)CNC2CCCCC2)CC1 (centres undefined),-12%,?,-1%,3%,21%[38.3 µM],1%,-4%
c1cncc(-c2nc(Oc3ccc(-c4nnco4)cc3)c3c4c(sc3n2)CCCC4)c1,-10%,17%,8%,-1%,-8%[38.3 µM],-3%,17%
O=C1CC(c2ccc(Cl)cc2)CC(=O)C1CS(=O)(=O)c1ccccc1 (centres undefined),-7%,3%,-25%,-4%,7%,30%,-3%
O=C(Cc1ccccc1)NNC(=O)c1cnccn1,1%,-16%,0%,3%,-5%,-6%,7%[10 µM]
COC(=O)N1CCN(CCc2ccccc2)CC1,4%,2%,30%,3%,10%,7%,·
O=C(/C=C/c1ccc(Cl)cc1)NCc1cccs1,0%,3%,1%,3%,4%,4%,27%[10 µM]
O=c1oc2cc(O)ccc2c2ccccc12,-1%,-18%,-8%,3%,13µM*,1%,-9%

# More compounds
structure,GAA inh,HttQ103 aggreg,GAA glycogen mod,aGlu spleen mod,IMPase Li cell,RGS12 GoLoco inh,HTT cytoprotect
COC(=O)CC1COc2ccccc2N1C(=O)c1cccc(Cl)c1 (centres undefined),-9%,4%,10%,3%,12%[38.3 µM],5%,15%
Cc1cc2cc(C(=O)N3CCc4c([nH]c5ccccc45)C3c3ccccn3)ccc2o1 (centres undefined),·,12%[9.22 µM],-10%,11%,·,0%,3%[10 µM]
CCOC(=O)c1cncc(NC(=O)c2ccccc2)c1,-1%,8%,-11%,-9%,-6%[38.3 µM],-10%,-13%[0.074 µM]
O=C(NCN1CCCCC1)c1cccnc1,-4%,-12%,3%,4%,21%[38.3 µM],11%,-1%[1.9 µM]
